# NSD2 HMT inh: NSD2 histone methyltransferase inhibitors, primary screen, biochemical, AlphaScreen, single concentration, set 2 | Histone-lysine N-methyltransferase NSD2 (Homo sapiens), O96028 | NSD2 peptide methylation, 120 min | inhibition, % at 12.5 µM | 310,000 tested, 0.54% active; in the data active = inhibition above about 50%
# Cardiac RTF inh: cardiac RTF calcium sensitivity inhibitors, primary screen, biochemical, IANBD-TnC fluorescence, EC70 calcium; Troponin I, cardiac muscle (Homo sapiens) + Troponin T, cardiac muscle (Homo sapiens) + …; IANBD-labeled cardiac RTF, Ca2+ fluorescence; inhibition, % at 7.15 µM; 340,000 tested, 0.12% active;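 active = inhibition above the mean inhibition of all tested compounds plus 3 SD, cut at about 17% in these data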;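 note: assay run at fixed EC70 calcium of 1.6 mM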
# CAL PDZ FP-1: untagged CAL PDZ binding inhibitors, primary screen, biochemical, fluorescence polarization, HTS; Golgi-associated PDZ and coiled-coil motif-containing protein (Homo sapiens), Q9HD26; purified CAL PDZ, TMR-peptide fluorescence polarization, 1 h; inhibition, % at 24.9 µM; 300,000 tested, 0.92% active; AID 602252, 2012;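 active = mean inhibition of at least 30% with at least half of replicates also reaching 30%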;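 note: 0% = DMSO neutral control and 100% = excess unlabeled competitor peptide PRC23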
# Pemphigus Ab inh: inhibitors of pemphigus antibody binding to DSG3, primary screen, biochemical, bead-based, flow cytometry, scFv-GFP | Desmoglein-3 (Homo sapiens), P32926 | DSG3-coupled beads, scFv-anti-DSG3-GFP binding; hits give low values | binding (percent of control), % at 10 µM | 310,000 tested, 0.48% active | AID 588358, 2011;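 active = binding more than 3 SD below its plate's average and above zero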;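 note: hits lower antibody fragment binding to DSG3; some compounds called inactive have numbers as strong as hits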
# Arrestin-AP2 inh: inhibitors of beta-arrestin/AP2 binding, primary screen, biochemical, GPCR trafficking, flow cytometry. beta-arrestin 1 C-terminal peptide binding to AP2 beta2-adaptin appendage (human). FITC-arrestin peptide / GST-AP2 beads; AP2 beta2 appendage carries R879A mutation. inhibition, % at 10 µM. 340,000 tested, 0.31% active. AID 504490, 2011;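 active = inhibition above a set limit, near 3 SD of compounds lacking own fluorescence, cut at about 54% in these data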;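 note: plate controls were DMSO wells for no effect and 5 µM unlabelled arrestin peptide for full effect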
#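 System: GST-AP2 R879A bound to glutathione beads, E. coli-expressed. Also added: 50 nM FITC-arrestin peptide. Schedule: compound with beads 12 min RT, then probe 1 h RT. Signal: bead flow cytometry, FITC channel. Read-out basis: percent response.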
# Keap1-Nrf2 PPI: Keap1-Nrf2 protein-protein interaction inhibitors, primary screen, biochemical, fluorescence polarization, single point. Kelch-like ECH-associated protein 1 (Homo sapiens), Q14145. Keap1 Kelch-Nrf2 peptide fluorescence polarization, 1536-well. inhibition, % at 9.4 µM. 340,000 tested, 0.15% active; in the data active = inhibition above about 12%;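 note: human Keap1 Kelch domain with fluorescein labeled Nrf2 9mer peptide probe; 0% = neutral control wells and 100% = peptide positive control; higher means more block of Keap1 binding to Nrf2 peptide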
# Target sequence (Q14145 whole entry, looked up, the tested form may be a part): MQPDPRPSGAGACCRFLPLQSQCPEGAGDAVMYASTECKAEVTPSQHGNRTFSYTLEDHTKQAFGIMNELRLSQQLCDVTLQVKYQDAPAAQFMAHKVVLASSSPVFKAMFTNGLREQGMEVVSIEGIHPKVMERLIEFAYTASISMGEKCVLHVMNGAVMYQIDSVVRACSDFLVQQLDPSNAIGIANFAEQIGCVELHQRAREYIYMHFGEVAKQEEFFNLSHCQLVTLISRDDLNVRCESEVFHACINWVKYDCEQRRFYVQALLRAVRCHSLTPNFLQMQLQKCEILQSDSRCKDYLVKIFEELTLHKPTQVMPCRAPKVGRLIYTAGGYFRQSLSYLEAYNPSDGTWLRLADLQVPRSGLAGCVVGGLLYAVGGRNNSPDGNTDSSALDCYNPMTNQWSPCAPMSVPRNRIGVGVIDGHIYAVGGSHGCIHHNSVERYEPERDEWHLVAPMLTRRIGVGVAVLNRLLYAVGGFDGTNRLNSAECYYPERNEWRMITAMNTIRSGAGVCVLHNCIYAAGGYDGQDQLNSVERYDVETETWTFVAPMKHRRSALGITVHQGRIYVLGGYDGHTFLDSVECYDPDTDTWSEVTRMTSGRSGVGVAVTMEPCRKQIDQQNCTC
# V-ATPase pHluor: regulators of yeast V-ATPase proton pumping, primary screen, pHLuorin cytosolic pH fluorescence; response, % at 10 µM; S. cerevisiae; 350,000 tested, 0.37% active; in the data active = response mostly above about 7.3%, no sharp cut-off; inactive = mostly below about 5.4%; note: actives read high; inactives centre near 0; some compounds called inactive have numbers as strong as hits
# LANA DNA inh: inhibitors of KSHV C-LANA binding to DNA, primary screen, biochemical, fluorescence polarization, FAM-LBS DNA, MBP-C-LANA, single point | inhibition, % at 9 µM | Kaposi's sarcoma herpesvirus LANA C-terminal domain (residues 932-1162) DNA binding | 340,000 tested, 0.078% active;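 active = highest replicate inhibition at or above 60% at 9 µM, even if other replicates fall short; inactive = all replicates below 60% inhibition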;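 note: 0% = neutral control wells and 100% = 4 µM acridine orange control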
# DAGLB inh: DAGLB lipase inhibitors, primary screen, biochemical, fluorescence, HTS; HEK293T DAGLB membrane lysate, EnzChek fluorogenic substrate; inhibition, % at 5.17 µM; 340,000 tested, 0.059% active; AID 504411, 2011; in the data active = inhibition above about 34%;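 note: 0% = enzyme with vehicle and 100% = wells lacking enzyme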
# CAL PDZ FP-2: CAL PDZ peptide-binding inhibitors, primary screen, biochemical, fluorescence polarization, Cer-tagged CAL PDZ, HTS | AID 504414, 2011 | purified CAL PDZ, TMR-peptide fluorescence polarization, 1 h | inhibition, % at 20 µM | 330,000 tested, 0.02% active | Golgi-associated PDZ and coiled-coil motif-containing protein (Homo sapiens), Q9HD26;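 active = highest replicate inhibition of at least 40%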;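 note: plate controls were DMSO neutral control wells for no effect and unlabeled competitor peptide control wells for full effect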
#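 Test system: tagged CAL PDZ domain / Buffer or medium: sodium phosphate/NaCl buffer pH 7.4 with TCEP, IgG, Thesit / Reagent: TMR-labelled reporter peptide T*-PRC34 bound in PDZ groove / Compound dosing: single point, 20 µM / Schedule: 1 h incubation at room temperature before polarization reading / Technique: fluorescence polarization (mP) / Benchmarks: unlabelled peptide, DMSO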
# * marks the source's active call; other numbers are inactive results; nt = not tested or not shown. Some of the compounds tested; rates above refer to the full screens.
NSD2 HMT inh,Cardiac RTF inh,CAL PDZ FP-1,Pemphigus Ab inh,mol,Arrestin-AP2 inh,Keap1-Nrf2 PPI,V-ATPase pHluor,LANA DNA inh,DAGLB inh,CAL PDZ FP-2
nt,6,-3,81,COc1ccccc1NS(=O)(=O)c1ccc(N/N=C/c2ccccc2OCC(=O)O)c([N+](=O)[O-])c1,3,-1,0,-1.7,31,-0.3
2,3,-2,79,CSC1=Nc2sc3c(c2C2=NCCN12)CC(C)(C)OC3,-10,-4,-3,-0.5,0,-0.4
-2,-2,-5,100,O=C(Oc1ccc(Br)cc1)C1CCN(C2=NS(=O)(=O)c3ccccc32)CC1,-23,1,0,6.2,1,-0.3
0,5,0,96,COC(=O)c1ccc(C(=O)OC)c(NC(=S)N2CC(C)CC(C)C2)c1 (configuration not stated),5,0,-1,-1.7,-6,-2.0
0,-10,0,98,COc1ccc2cc(-c3[nH]ncc3CN3CCCC3c3nonc3C)ccc2c1 (configuration not stated),24,-9,2,1.5,-1,-2.2
-1,nt,nt,105,O=c1c(-c2ccccc2)cocc1-c1ccccc1,nt,nt,3,nt,-1,nt
0,-7,nt,99,CCN(CC)C(=O)CSc1nnc(-c2cnccn2)n1-c1ccc(C)cc1,3,6,-2,-0.3,0,-1.1
0,4,-4,-20*,COc1ccc(CC(=O)Nc2cccc(-c3csc(C)n3)c2)cc1,8,-1,0,-2.0,-1,-1.1
1,-2,5,104,CN(C(=O)COC(=O)c1ccc(C(C)(C)C)cc1)C1CCS(=O)(=O)C1 (configuration not stated),-16,0,-3,-1.8,1,0.6
1,-9,-2,100,CCCCC(=O)Nc1cc(NC(=O)CC)ccc1Cl,-4,-3,-2,0.1,-2,-3.9
2,-1,-3,115,Cc1cc(C)cc(N/C(N)=N/c2nc(C)cc(C)n2)c1,-5,4,-3,1.8,2,-2.8
nt,-4,0,97,CC(C)(C)OC(=O)N1CCC(Cc2cc(-c3cccc(Br)c3)no2)(C(=O)O)CC1,-11,-2,0,-0.2,7,-0.7
-1,-3,-2,102,CCn1cc(CN2CCC(C(=O)Nc3ccc(Oc4cccnc4)cc3)CC2)c(C)n1,-7,-4,2,1.7,-2,-1.1
-3,-5,1,nt,Cc1cc(Cl)nc(NC(=O)Nc2cccc(Cl)c2)n1,10,-3,3,1.5,0,-1.6
-1,-10,nt,99,Cc1ccc(-n2cc(C(=O)c3ccc(N4CCN(C)CC4)cc3)nn2)cc1Cl,1,-3,1,0.3,0,-1.3
2,-4,-2,101,CN(Cc1nc(-c2cnccn2)no1)Cc1n[nH]c2c1CCCC2,15,4,0,0.0,1,-8.2
-1,-9,-6,103,COc1ccc(CNC(=O)Nc2cccc(Cl)c2)cc1,-11,1,3,0.8,1,-0.3
15,-8,0,121,CSc1nsc2nc(=O)c(/C=C3\C(C)=Nc4ccc(C)cc43)c(N)n12,10,6,-2,17,9,-1.3
-3,-11,-19,109,COc1ccc(C2(CNC(=O)c3ccco3)CCOCC2)cc1,1,-5,6,0.0,1,-1.2
-1,1,-2,98,CC(C)(C)NC(=O)CSc1nsc(SCC(=O)NC(C)(C)C)c1C#N,-3,-2,3,0.5,0,-2.4
-1,4,6,95,COc1ccc(CCN(C)C(=O)CN2C(=O)NC3(CCCCCC3)C2=O)cc1OC,3,2,-2,2.5,-4,-0.3
-2,0,0,nt,COC(=O)N/N=C(\C)c1cccs1,4,-2,0,-1.5,1,-1.0
-1,-12,-2,103,CCn1c(SCC(=O)Nc2sc3c(c2C#N)CCCC3)nnc1-c1ccncc1,-5,-1,0,1.4,-2,-2.1
0,0,-2,109,Cc1c(C)c2ccc(O)c(CN3CCN(C)CC3)c2oc1=O,3,-3,-1,-1.9,1,0.4
1,-2,8,102,O=C(CN1CCOCC1)N/N=C/C=C/c1ccccc1,31,-3,0,0.4,-1,-0.2

# Shown as tab-separated lines: entries from further up
Structure	NSD2 HMT inh	Cardiac RTF inh	CAL PDZ FP-1	Pemphigus Ab inh	Arrestin-AP2 inh	Keap1-Nrf2 PPI	V-ATPase pHluor	LANA DNA inh	DAGLB inh	CAL PDZ FP-2
Cc1ccc(-n2cc(C(=O)c3ccc(N4CCN(C)CC4)cc3)nn2)cc1Cl	-1	-10	nt	99	1	-3	1	0.3	0	-1.3
CN(Cc1nc(-c2cnccn2)no1)Cc1n[nH]c2c1CCCC2	2	-4	-2	101	15	4	0	0.0	1	-8.2

# More results
NSD2 HMT inh,Cardiac RTF inh,CAL PDZ FP-1,Pemphigus Ab inh,mol,Arrestin-AP2 inh,Keap1-Nrf2 PPI,V-ATPase pHluor,LANA DNA inh,DAGLB inh,CAL PDZ FP-2
3,-2,-1,82,Cc1ccc(NC(=O)NC(=O)CSc2nnc(-c3ccc(OC(F)F)cc3)n2N)c(C)c1,-13,0,6,-1.2,0,-2.5
0,-4,-3,108,CCCn1ncc(C(=O)NC2CCCN(Cc3ccc(Cl)cc3)C2)c1C (configuration not stated),-2,-1,0,-1.4,-2,-1.9
-3,-2,-8,97,CCOc1ccc(C(=O)N2CCCN(C(=O)c3ccc(OCC)cc3)CC2)cc1,3,-5,0,0.8,-2,-1.5
nt,6,-2,91,CC(C)c1ccc(NC(=S)NNc2ccc(Cl)c(C(=O)O)c2)cc1,-21,0,-2,2.2,1,0.7
nt,-10,-4,93,Cc1cccc(N2CCN(C(=O)CCc3nc4ccccc4[nH]3)CC2C)c1 (configuration not stated),26,2,-1,-2.5,3,-0.6
2,-7,0,100,O=C1CCCCC1Nc1ccc2ccccc2c1 (configuration not stated),11,-4,-1,2.2,0,-0.2
1,-7,-1,88,CCc1nnc(NC(=O)c2ccc(OC)c(S(=O)(=O)N3CCCC3)c2)s1,4,2,-3,-1.5,-3,-0.6
2,0,nt,98,COc1ccc(C(C)(C)C)cc1NC(=O)C1CC(=O)N(C2CCCC2)C1 (configuration not stated),35,2,-4,-0.4,-2,0.0
-2,-7,nt,94,COCCNC(=O)C(c1ccc(C)o1)N(C(=O)C(=O)NC1CCCCC1)c1ccc(F)cc1 (configuration not stated),1,-2,0,1.2,-3,1.0
3,-9,4,112,OC(COc1ccccc1CNCc1cccnc1)CN1CCc2ccccc2C1 (configuration not stated),4,2,-1,1.2,-1,-0.9
0,-3,-7,102,O=C1NC(=S)N/C1=C\c1cccc([N+](=O)[O-])c1,-10,-6,-1,-1.6,2,-0.7
-1,-1,-1,102,CCOc1ccc(S(=O)(=O)Nc2ccccc2C(=O)N2CCOCC2)cc1,15,-3,-2,0.3,-1,-0.9
nt,-1,1,116,O=C(CSC1=NC2(CCCCC2)N=C1c1ccccc1)Nc1ccc2c(c1)OCCO2,4,-8,-1,0.8,-40,0.7
6,-4,0,106,CN1CCN(C(CNC(=O)C(=O)NC2CCCC2)c2ccc(F)cc2)CC1 (configuration not stated),-2,-1,-1,-1.5,-2,-0.8
0,9,2,95,CC(=O)c1c(C)[nH]c(C(=O)OCC(=O)N2CC(C)OC(C)C2)c1C (configuration not stated),-10,6,1,3.4,0,-2.2
0,-9,-3,nt,O=C(CN1CCCC1)Nc1c(C(=O)C2CC2)oc2ccccc12,12,0,-1,0.3,-2,-0.9
-1,-5,-5,nt,COc1ccc(C(=O)CCC(=O)NCc2cc(OC)cc(OC)c2)cc1,6,-3,1,-0.9,-2,-1.2
-1,-4,-1,nt,Nc1c(C(=O)CSc2nnc(Nc3ccc(F)cc3)s2)c(=O)[nH]c(=O)n1C1CC1,3,5,1,3.5,1,-1.2
-1,-3,nt,93,CC1CN(Cc2ccccc2)C(=S)NC1=O (configuration not stated),-15,-2,0,-1.8,0,0.3

# A draw from above in order of length of the SMILES, smallest number first:
NSD2 HMT inh,Cardiac RTF inh,CAL PDZ FP-1,Pemphigus Ab inh,mol,Arrestin-AP2 inh,Keap1-Nrf2 PPI,V-ATPase pHluor,LANA DNA inh,DAGLB inh,CAL PDZ FP-2
0,-9,-3,nt,O=C(CN1CCCC1)Nc1c(C(=O)C2CC2)oc2ccccc12,12,0,-1,0.3,-2,-0.9
nt,-10,-4,93,Cc1cccc(N2CCN(C(=O)CCc3nc4ccccc4[nH]3)CC2C)c1 (configuration not stated),26,2,-1,-2.5,3,-0.6
2,0,nt,98,COc1ccc(C(C)(C)C)cc1NC(=O)C1CC(=O)N(C2CCCC2)C1 (configuration not stated),35,2,-4,-0.4,-2,0.0
-1,-4,-1,nt,Nc1c(C(=O)CSc2nnc(Nc3ccc(F)cc3)s2)c(=O)[nH]c(=O)n1C1CC1,3,5,1,3.5,1,-1.2

# Screening results (PubChem BioAssay)
